IL1B secr inh: inflammasome signaling inhibition, IL-1 beta readout; activity change, % at 57.5 µM; hit rate 4.7% among 360,000; THP-1 LPS/ATP IL-1B secretion, AlphaLISA, 16 h; active compounds read low; in the data active means activity change below about -50%; inconclusive means mostly about -30% to -49%; further: on the % scale 0 is the no-effect control and ±100 the full control effect
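THP-1 cells pretreated 1 hr with compounds (up to 57.5 uM final), then stimulated with LPS (250 ng/mL final) plus ATP (1.25 mM final); secreted IL-1B measured by AlphaLISA after 16 hr, decreased signal indicating inhibition.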
HT1080 IDH1KD tx: HT-1080 IDH1 knockdown cell toxicity (counter line); HT-1080 IDH1 knockdown viability, ATP luminescence, 48 h; Potency, µM (highest dose often 46.1 µM), without a hit: top-dose activity, negative = toxicity, actives largely listed as cytotoxic; hit rate 2% among 360,000;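 further: potency means the concentration at half of the fitted maximal effect; 0% = DMSO wells and -100% = cell-free medium wells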
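In this qHTS, HT-1080 cells depleted of IDH1 are exposed for 48 h at 37 °C to compound titrations. Toxicity is scored from CellTiter-Glo luminescence, with DMSO as full viability and medium alone as none.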
SW480 rerep: inducers of DNA re-replication in SW480 colon cancer cells; Potency, µM (titrated, usually from 46.1 µM), for inactives: at the highest dose re-replication activation, most hits filed as activators; AID 624297; SW480 DNA re-replication, Hoechst DNA content imaging, 48 h; hit rate 1.8% among 340,000; further: potency means the concentration at half of the fitted maximal effect; % of control where 0% means no effect; nearly all actives have a fitted effect of over 55% in size
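Image-based DNA-content assay: after two days of treatment, nuclei were labelled with the DNA dye Hoechst and imaged, and hits were compounds raising the count of nuclei showing high fluorescence intensity.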
ATXN2 expr inh: inhibitors of ATXN2 expression; HEK-293 ATXN2-luciferase reporter, luminescence, 24 h; Potency, µM (doses to about 57 µM), inactives show at the top dose activity change, negative = inhibition, most hits filed as inhibitors; hit rate 0.72% among 360,000; AID 1745845; further: potency means the concentration at half of the fitted maximal effect; on the % scale 0 is the no-effect control and ±100 the full control effect; nearly all actives have a fitted effect of over 55% in size
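ATXN2-luciferase reporter cells (luciferase flanked by upstream and downstream ATXN2 gene portions) were treated 24 h at 37 °C with compounds at up to 57 uM. SteadyGlo luminescence gave expression; GF-AFC fluorescence gave viability.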
HT1080NT lethal: kills 2HG-producing HT-1080-NT fibrosarcoma cells | HT-1080-NT fibrosarcoma viability, CellTiter-Glo ATP luminescence, 48 h | Potency, µM (doses to about 46.1 µM), inactives show top-dose activity, negative = less viability, most hits filed as cytotoxic | hit rate 1.6% among 360,000 | AID 686970;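 further: NT is the 2HG producing partner of a matched IDH1 knockdown line; potency means the concentration at half of the fitted maximal effect; 0% = DMSO-treated cells and -100% = media-only wells without cells; nearly all actives have a fitted effect of over 55% in size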
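HT-1080-NT fibrosarcoma cells (2HG-overproducing), 750 cells/well in RPMI with 5% FBS, dosed after 2 h and incubated 48 h at 37C. CellTiter-Glo luminescence normalized to DMSO and no-cell wells; concentration-response curves fitted and classed.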
MCF10A rerep: DNA re-replication induction in MCF 10a cells; MCF 10A DNA re-replication, Hoechst nuclear intensity, 48 h; Potency, µM (doses to about 46.1 µM), for the others: top-dose activity, positive = re-replication, actives largely listed as activators; hit rate 2.9% among 350,000; AID 624296; further: potency means the concentration at half of the fitted maximal effect; % of control where 0% means no effect; nearly all actives have a fitted effect of over 50% in size
S2 tox: cell viability loss in ATXN counter-screen | AID 651635 | hit rate 0.49% among 400,000 | Potency, µM (titrated, usually from 56.7 µM), usual class: cytotoxic | S2 cells (HEK-293 line with an ATXN2-luciferase reporter) viability, CellTiter-Fluor protease fluorescence, 24 h; further: potency means the concentration at half of the fitted maximal effect; nearly all actives have a fitted effect of over 40% in size
KB-V1 cytotox: KB-V1 MDR subline cytotoxicity; AID 1347076; Potency, µM (highest dose often 46.1 µM), inactives show top-dose activity change, negative = cytotoxicity, most hits filed as cytotoxic; KB-V1 MDR cells viability, CellTiter-Glo, 72 h; hit rate 3.4% among 400,000; further: potency means the concentration at half of the fitted maximal effect; on the % scale 0 is the no-effect control and ±100 the full control effect; nearly all actives have a fitted effect of over 60% in size
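Readout: CellTiter-Glo luminescence, 10 min after addition. Cells: KB-V1 MDR subline, 72 h at 37 degrees C with compound. Analysis: corrected, normalized data fitted to concentration-effect curves.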
KB-3-1 cytotox: KB-3-1 parental cell cytotoxicity | Potency, µM (titrated, usually from 46.1 µM), without a hit: top-dose activity change, negative = cytotoxic, actives largely listed as cytotoxic | KB-3-1 viability, CellTiter-Glo ATP luminescence, 72 h | AID 1347075 | hit rate 1.4% among 400,000; further: potency means the concentration at half of the fitted maximal effect; on the % scale 0 is the no-effect control and ±100 the full control effect; nearly all actives have a fitted effect of over 60% in size
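Using CellTiter-Glo luminescence, growth of non-resistant KB-3-1 adenocarcinoma cells is assessed 72 h after pin-tool compound addition at 37 °C. Normalized responses across the concentration series yield fitted curves.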
Active calls of the source: *; & = joins results of further samples; ! = a repeat was not active; [ ] = another dose, or the depositor's remark. Unless noted, the call rests on the fitted dose curve; in most records, active means well fitted curve in the direction sought with a large enough effect; inconclusive means small, poorly fitted or top-dose-only effect, or another doubt; inactive means no such curve, though single readings can be large; an effect the other way counts as inactive or inconclusive.

What do the screens show for `Cc1ccc(CCNC(=O)c2ccc(CS(=O)(=O)Cc3ccccc3F)o2)cc1`?
IL1B secr inh: -8; HT1080 IDH1KD tx: -5%; SW480 rerep: 2%; ATXN2 expr inh: -13%&2%; HT1080NT lethal: -7%; MCF10A rerep: 27%; S2 tox: inconclusive; KB-V1 cytotox: 5.8µM*!; KB-3-1 cytotox: -1%&-13%

How did COc1ccccc1Cn1cnc2cccnc21 do in these assays?
IL1B secr inh: -10; HT1080 IDH1KD tx: 4%; SW480 rerep: -7%; ATXN2 expr inh: 7%; HT1080NT lethal: -1%; MCF10A rerep: -8%; S2 tox: inactive; KB-V1 cytotox: 18%; KB-3-1 cytotox: 0%

What do the screens show for `COc1ccc(C(=O)NN=C(Cc2ccccc2)Cc2ccccc2)cc1OC`?
IL1B secr inh: 6; HT1080 IDH1KD tx: 4%; SW480 rerep: inconclusive; ATXN2 expr inh: 4%; HT1080NT lethal: 5%; MCF10A rerep: inconclusive; S2 tox: inactive; KB-V1 cytotox: inconclusive; KB-3-1 cytotox: 18%

Results for CCCCCN1C=CC=C/C1=C\C=C(C#N)C#N ?
IL1B secr inh: -19; HT1080 IDH1KD tx: 9%; SW480 rerep: -9%; ATXN2 expr inh: -8%; HT1080NT lethal: 1%; MCF10A rerep: 0%; S2 tox: inconclusive; KB-V1 cytotox: inconclusive; KB-3-1 cytotox: 16%

What do the screens show for `CC(=O)Nc1ccc(NC(=O)c2c(-c3ccccc3)noc2C)cn1`?
IL1B secr inh: -16; HT1080 IDH1KD tx: 18%; SW480 rerep: -2%; ATXN2 expr inh: -2%; HT1080NT lethal: 18%; MCF10A rerep: 2%; S2 tox: inactive; KB-V1 cytotox: -12%; KB-3-1 cytotox: -3%

What do the screens show for `Cc1ccsc1CN(C(=O)c1ccc([N+](=O)[O-])cc1)C1CCS(=O)(=O)C1` (stereo unspecified)?
IL1B secr inh: -10; HT1080 IDH1KD tx: 3%; SW480 rerep: -10%; ATXN2 expr inh: 6%; HT1080NT lethal: 1%; MCF10A rerep: 6%; S2 tox: inactive; KB-V1 cytotox: -27%; KB-3-1 cytotox: 13%

How did CN(C)/C=C/C(=O)c1ccc2noc(-c3ccc(F)cc3)c2c1 do in these assays?
IL1B secr inh: inconclusive; HT1080 IDH1KD tx: -20%; SW480 rerep: 3%; ATXN2 expr inh: -14%; HT1080NT lethal: -11%; MCF10A rerep: inconclusive; S2 tox: inactive; KB-V1 cytotox: -11%; KB-3-1 cytotox: 0%

How did Cc1ccccc1C(=O)NC(=S)Nc1ccccc1C(F)(F)F do in these assays?
IL1B secr inh: -3; HT1080 IDH1KD tx: 3%; SW480 rerep: 9%; ATXN2 expr inh: 1%; HT1080NT lethal: 4%; MCF10A rerep: -1%; S2 tox: inactive; KB-V1 cytotox: -7%; KB-3-1 cytotox: 6%

Results for CCN(CC)CCCCOc1ccccc1OC ?
IL1B secr inh: 53; HT1080 IDH1KD tx: -17%; SW480 rerep: 0%; ATXN2 expr inh: 2%; HT1080NT lethal: 2%[9.24 µM]; MCF10A rerep: -5%; S2 tox: inactive; KB-V1 cytotox: 6%; KB-3-1 cytotox: -13%

How did O=C(NN=Cc1ccc2c(c1)OCO2)c1ccccc1 do in these assays?
IL1B secr inh: -10; HT1080 IDH1KD tx: inconclusive; SW480 rerep: 48%; ATXN2 expr inh: -6%; HT1080NT lethal: -20%; MCF10A rerep: 28%; S2 tox: inactive; KB-V1 cytotox: -16%; KB-3-1 cytotox: inconclusive

How did COc1ccc(C(=O)NNC(=O)c2ccc3ccccc3c2)cc1 do in these assays?
IL1B secr inh: -15; HT1080 IDH1KD tx: 1%; SW480 rerep: -6%; ATXN2 expr inh: -5%; HT1080NT lethal: 3%; MCF10A rerep: 0%; S2 tox: inactive; KB-V1 cytotox: -4%; KB-3-1 cytotox: 10%

What do the screens show for `Cc1cc(C)cc(NC(=O)C(c2ccccc2)N2CCN(CC(=O)N3CCCC3)CC2)c1` (stereo unspecified)?
IL1B secr inh: 16; HT1080 IDH1KD tx: -9%; SW480 rerep: 1%; ATXN2 expr inh: 1%; HT1080NT lethal: 2%; MCF10A rerep: 0%; S2 tox: inactive; KB-V1 cytotox: 10%; KB-3-1 cytotox: 6%

What do the screens show for `O=C(Nc1nc2cc3c(cc2s1)OCCO3)c1ccco1`?
IL1B secr inh: inconclusive; HT1080 IDH1KD tx: inconclusive; SW480 rerep: inconclusive; ATXN2 expr inh: 8.9µM*; HT1080NT lethal: inconclusive; MCF10A rerep: inconclusive; S2 tox: inconclusive; KB-V1 cytotox: 12µM*; KB-3-1 cytotox: inconclusive

Results for O=C1OC(NCc2cccnc2)(c2ccc(Cl)cc2)c2ccccc21 (stereo unspecified) ?
IL1B secr inh: 5; HT1080 IDH1KD tx: -19%; SW480 rerep: -8%; ATXN2 expr inh: -13%; HT1080NT lethal: -19%; MCF10A rerep: -3%; S2 tox: inactive; KB-V1 cytotox: inconclusive; KB-3-1 cytotox: -14%

What do the screens show for `CCOc1ccc(-c2nc(C#N)c(N3CCOCC3)o2)cc1`?
IL1B secr inh: inconclusive; HT1080 IDH1KD tx: 9%; SW480 rerep: -5%; ATXN2 expr inh: -9%; HT1080NT lethal: -1%; MCF10A rerep: 1%; S2 tox: inactive; KB-V1 cytotox: 2%; KB-3-1 cytotox: -14%

What do the screens show for `COC(=O)Cc1cc(=O)[nH]c(/N=C(\N)Nc2ccc(C)cc2)n1`?
IL1B secr inh: 13; HT1080 IDH1KD tx: 25%; SW480 rerep: -3%; ATXN2 expr inh: -1%; HT1080NT lethal: -3%; MCF10A rerep: -1%; S2 tox: inactive; KB-V1 cytotox: -5%; KB-3-1 cytotox: 16%

How did O=C(CCNC(=O)c1ccc(Cl)cc1)Nc1ccc(F)cc1F do in these assays?
IL1B secr inh: 0; HT1080 IDH1KD tx: -2%; SW480 rerep: -1%; ATXN2 expr inh: -13%; HT1080NT lethal: -2%; MCF10A rerep: -3%; S2 tox: inactive; KB-V1 cytotox: -24%; KB-3-1 cytotox: -2%

How did CC(C)c1c(O)nc(SCc2ccccc2)[nH]c1=O do in these assays?
IL1B secr inh: 11; HT1080 IDH1KD tx: 12%; SW480 rerep: 1%; ATXN2 expr inh: 18%; HT1080NT lethal: 6%; MCF10A rerep: -12%; S2 tox: inactive; KB-V1 cytotox: 22%; KB-3-1 cytotox: 5%

What do the screens show for `CCOC(=O)C1C(=O)Oc2ccc3ccccc3c2C1C1CCOC1=O` (stereo unspecified)?
IL1B secr inh: 16; HT1080 IDH1KD tx: 3%; SW480 rerep: -1%; ATXN2 expr inh: -4%; HT1080NT lethal: -1%; MCF10A rerep: 14%; S2 tox: inactive; KB-V1 cytotox: -15%; KB-3-1 cytotox: 1%

Results for Cc1cccc(NC(=S)NC(C)(C)CC(C)(C)C)c1 ?
IL1B secr inh: -23; HT1080 IDH1KD tx: -17%; SW480 rerep: 19%; ATXN2 expr inh: inconclusive; HT1080NT lethal: -20%; MCF10A rerep: 7%; S2 tox: inactive; KB-V1 cytotox: -21%; KB-3-1 cytotox: -29%

Results for CCCCCc1ccc(-c2ccc(C(=O)O)cc2)nc1 ?
IL1B secr inh: 47; HT1080 IDH1KD tx: -4%; SW480 rerep: -6%; ATXN2 expr inh: inconclusive; HT1080NT lethal: -4%; MCF10A rerep: 3%; S2 tox: inactive; KB-V1 cytotox: 0%; KB-3-1 cytotox: 2%

Results for CC1CCCCC1NC(=O)c1cc(S(=O)(=O)N2CCCCC2)ccc1N1CCOCC1 (stereo unspecified) ?
IL1B secr inh: 16; HT1080 IDH1KD tx: -2%; SW480 rerep: -2%; HT1080NT lethal: 4%; MCF10A rerep: 3%; S2 tox: inactive; KB-V1 cytotox: 10%; KB-3-1 cytotox: -2%

How did COC(=O)c1ccc(NC(=O)c2ccccc2N(C)S(=O)(=O)c2ccccc2)cc1 do in these assays?
IL1B secr inh: -19; HT1080 IDH1KD tx: -17%; SW480 rerep: -1%; ATXN2 expr inh: 7%; HT1080NT lethal: -7%; MCF10A rerep: -4%; S2 tox: inactive; KB-V1 cytotox: -7%; KB-3-1 cytotox: -4%

How did CC12CCC(=O)N1C(C(=O)N1CCN(c3ccc(C(F)(F)F)cc3[N+](=O)[O-])CC1)CS2 (stereo unspecified) do in these assays?
IL1B secr inh: 0; HT1080 IDH1KD tx: 14%; SW480 rerep: 2%; ATXN2 expr inh: -15%; HT1080NT lethal: -1%; MCF10A rerep: 15%; S2 tox: inactive; KB-V1 cytotox: inconclusive; KB-3-1 cytotox: -1%

Results for O=C(NCCCN1CCOCC1)c1onc(CSc2ccccn2)c1C(=O)NCCCN1CCOCC1 ?
IL1B secr inh: -2; HT1080 IDH1KD tx: -11%; SW480 rerep: 0%; ATXN2 expr inh: 12%; HT1080NT lethal: -10%; MCF10A rerep: -17%; S2 tox: inactive; KB-V1 cytotox: inconclusive; KB-3-1 cytotox: 28%

How did COc1cccc(CN2CCC(n3nccc3NC(=O)C3CC3)CC2)c1 do in these assays?
IL1B secr inh: 8; HT1080 IDH1KD tx: 6%; SW480 rerep: 20%; ATXN2 expr inh: 0%; HT1080NT lethal: 1%; MCF10A rerep: -1%; S2 tox: inconclusive; KB-V1 cytotox: 4%; KB-3-1 cytotox: 12%

Results for Cc1noc(C)c1COc1ccccc1C(=O)N1CCN(S(=O)(=O)c2ccccc2F)CC1 ?
IL1B secr inh: 3; HT1080 IDH1KD tx: -9%; SW480 rerep: 2%; ATXN2 expr inh: 5%; HT1080NT lethal: -7%; MCF10A rerep: 2%; S2 tox: inactive; KB-V1 cytotox: inconclusive; KB-3-1 cytotox: 1%

Screening results from PubChem.
